Screening data from PubChem BioAssay.
S1P4 agonist – S1P4 receptor agonists, primary screen, cell-based; S1P4-expressing cell line, agonist reporter assay; activation, % at 4.98 µM; Sphingosine 1-phosphate receptor 4 (Homo sapiens), O95977; 220,000 tested, 0.35% active; in the data active means activation above about 11%;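 further: 0% = DMSO vehicle and 100% = reference agonist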
NPY-Y2 PAM-ag – NPY-Y2 potentiators or agonists, primary screen, cell-based; Neuropeptide Y receptor type 2 (Homo sapiens), P49146; cells expressing NPY-Y2, potentiator/agonist read-out; activation, % at 3.6 µM; 220,000 tested, 0.45% active; AID 1359, 2008; in the data active means activation above about 27%;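 further: cells stimulated with NPY near EC25 plus isoproterenol at EC100; 0% = vehicle plus submaximal agonist and 100% = vehicle plus saturating agonist; some results beyond the cut were filed as inactive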
Target sequence (P49146 whole entry, looked up): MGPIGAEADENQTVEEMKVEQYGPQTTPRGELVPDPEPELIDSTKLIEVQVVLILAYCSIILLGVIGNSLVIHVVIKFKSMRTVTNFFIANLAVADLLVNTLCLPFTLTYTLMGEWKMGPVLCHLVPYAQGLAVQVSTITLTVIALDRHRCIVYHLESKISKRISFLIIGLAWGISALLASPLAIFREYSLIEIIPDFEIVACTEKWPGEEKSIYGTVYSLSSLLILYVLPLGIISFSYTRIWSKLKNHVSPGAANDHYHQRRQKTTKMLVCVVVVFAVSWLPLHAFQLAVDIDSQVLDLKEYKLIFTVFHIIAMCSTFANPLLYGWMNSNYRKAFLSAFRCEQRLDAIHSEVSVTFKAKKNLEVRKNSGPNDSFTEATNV
EP2 modulator – EP2 receptor modulators, cAMP readout, primary screen, cell-based, HTRF cAMP, PGE2 stimulation; EP2-expressing cells, cAMP HTRF FRET, PGE2 co-stimulation; 260,000 tested, 0.83% active; Prostaglandin E2 receptor EP2 subtype (Homo sapiens), P43116; induction, % at 25 µM;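 active means compounds whose cAMP rise, as percent of the full-agonist control response, exceeds 60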;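 further: rat C6 glioma line stably carrying human EP2 under a CMV promoter; the protocol text gives 20 µM as final concentration; 100% = response of wells given 1 µM PGE2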
Target sequence (P43116 whole entry, looked up): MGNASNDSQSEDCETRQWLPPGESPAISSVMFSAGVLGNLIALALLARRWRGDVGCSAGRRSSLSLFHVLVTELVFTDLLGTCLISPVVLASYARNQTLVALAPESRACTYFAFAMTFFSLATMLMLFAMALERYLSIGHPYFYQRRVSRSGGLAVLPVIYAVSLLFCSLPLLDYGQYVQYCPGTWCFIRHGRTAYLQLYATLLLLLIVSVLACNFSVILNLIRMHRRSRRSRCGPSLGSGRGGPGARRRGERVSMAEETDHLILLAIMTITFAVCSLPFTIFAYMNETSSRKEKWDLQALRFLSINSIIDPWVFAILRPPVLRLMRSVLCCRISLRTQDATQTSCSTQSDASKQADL
S1P4 antagonist – S1P4 receptor antagonists, primary screen, cell-based; Sphingosine 1-phosphate receptor 4 (Homo sapiens), O95977; S1P4-expressing cells, antagonist mode, reporter read-out; inhibition, % at 4.98 µM; 220,000 tested, 0.26% active; AID 1510, 2009; in the data active means inhibition above about 29%;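 further: 0% = wells stimulated with agonist and 100% = vehicle wells without agonist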
p97 inhibitor – inhibitors of human p97 ATPase, primary screen, biochemical; Transitional endoplasmic reticulum ATPase (Homo sapiens), P55072; recombinant p97 ATPase, Kinase-Glo ATP luminescence, 3 h; inhibition, % at 8 µM; 220,000 tested, 0.42% active; AID 1481, 2009; in the data active means inhibition above about 15%;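 further: 0% = DMSO vehicle and 100% = wells lacking enzyme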
EP2 antag – human EP2 receptor antagonists, primary screen, TR-FRET cAMP, C6 glioma cells; 260,000 tested, 0.52% active; C6 glioma cells expressing human EP2; cells stimulated with saturating PGE2; Prostaglandin E2 receptor EP2 subtype (Homo sapiens), P43116; inhibition, % at 25 µM;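 active means percent inhibition above 40 after rounding to a whole number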;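 further: rat C6 glioma host cells with rolipram phosphodiesterase inhibitor present; the protocol text gives 20 µM as final concentration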
eIF4E 4G PPI – eIF4E–eIF4G protein interaction inhibitors, primary screen, biochemical, uHTS, TR-FRET, eIF4GI fragment; Eukaryotic translation initiation factor 4E (Mus musculus) + Eukaryotic translation …; TR-FRET eIF4E-eIF4GI(517-606) binding, 2 h; inhibition, % at 21.7 µM; 220,000 tested, 0.37% active; AID 782, 2007;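 active means inhibition above about 30%, limit read from the data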;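 further: 0% = full FRET control wells and 100% = background wells lacking eIF4GI fragment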
NPY-Y1 antag – NPY-Y1 receptor antagonists, primary screen, cell-based; Neuropeptide Y receptor type 1 (Homo sapiens), P25929; HEK293-CNG Y1 cells, membrane potential fluorescence; NPY at EC95, then isoproterenol; inhibition, % at 3.6 µM; 200,000 tested, 1% active; AID 1040, 2008;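 active means inhibition above the campaign mean inhibition of all tested compounds plus 3 SD, cut at about 20% in these data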;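 further: 0% = DMSO wells given NPY plus isoproterenol and 100% = isoproterenol alone without NPY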
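Assay system: HEK293 Y1/CNG channel cell line; Doses: single compound dose of 3.6 µM, 0.4% DMSO; Timing: dye 3 h, compound 60 min room temperature, stimulation 45 min; Technique: Membrane-potential fluorescent dye readout; Measure: % inhibition of NPY effect.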
NPY-Y1 PAM-ag – NPY-Y1 receptor potentiators or agonists, primary screen, cell-based. Neuropeptide Y receptor type 1 (Homo sapiens), P25929. NPY-Y1 expressing cells, potentiator/agonist activation. activation, % at 3.6 µM. 220,000 tested, 0.37% active; in the data active means activation above about 33%, passing the limit was not always enough;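 further: cells stimulated with NPY at EC10 then isoproterenol at EC100; 0% = low agonist plus stimulus and 100% = saturating agonist plus stimulus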
* hit, by the source's call; · = not tested or not shown; & = joins results of further samples; [ ] = another dose, or the depositor's remark.

SMILES	S1P4 agonist	NPY-Y2 PAM-ag	EP2 modulator	S1P4 antagonist	p97 inhibitor	EP2 antag	eIF4E 4G PPI	NPY-Y1 antag	NPY-Y1 PAM-ag
CCn1cc(C(=O)N2CCN(c3ccc(C(C)=O)cc3)CC2)c2cc(OC)c(OC)cc2c1=O	-1.2	7	7	13	-1	6	-2	-2	-11
CC(=O)Nc1ccc2c(c1)nc1n2CCSC1	0.7	-2	8	-6	-3	6	8	1	-12
Cc1cc(=O)n(Cc2ccc(OC(C)C)cc2)c(=S)[nH]1	1.1	-9	16	-15	-1	2	0	4	-5
CN(C)c1ccc(/C=C2\N=C(c3ccc(Cl)c([N+](=O)[O-])c3)NC2=O)cc1	-0.1	-12	3	0	4	7	11	-2	7
Cc1oc(C(C)(C)C)cc1-c1cc(NC(=O)c2ccc([N+](=O)[O-])cc2)n[nH]1	-0.7	-7	-6	-2	8	8	-4	·	18
Cc1ccc(NC(=O)c2ccc(OCC3CCCO3)cc2)c(C)c1 (stereo not given)	-0.7	-13	20	1	-3	5	-7	15	-15
COc1ccc2c(OC)cc(-c3ccccc3)nc2c1	0.8	4	50	-9	0	11	-2[fluorescence artefact?]	-3	6
O=C(COc1ccc(F)cc1)Nc1nnc(-c2ccncc2)s1	0.3	4	23	-10	1	4	-1	6	-9
Cc1ccc(-c2cnc3cc(C)nn3c2)cc1	1.2	-3	7	-7	-1	4	6	4	2
Cc1cc(NC(=O)CCC(=O)N(c2ccccc2)C2(C(=O)NC3CCCCC3)CCCC2)no1	-0.4	21	-1	-4	0	·	14	-8	-11
COc1cc2c(cc1OC)C[N+](C)(C)CC2	1.4	-11	-7	-4	-5	19	2	-5	-12
CC(=O)Nc1ccc(C(=O)/C=C/c2ccc[nH]2)cc1	-0.6	5	-21	1	8	13	3	·	0
Cc1c(CNC2CCCC2)c(C(=O)O)c(C)n1Cc1ccccc1	-1.8	7	-5	0	5	7	0[fluorescence artefact?]	-2	6
Cc1cc(C)cc(NC(=O)C(=O)NCc2ccccn2)c1	-1.9	-1	-19	-6	-4	9	-1	4	-16
CCn1c(CNc2ccc(Cl)cc2)nnc1SCc1ccccc1	0.6	-7	-30	-8	-9	15	3	6	23
Cc1cc(C(=O)CN2C(=O)NC3(CCCc4sccc43)C2=O)c(C)n1-c1ccccc1 (stereo not given)	0.3	1	30	5	4	6	5[fluorescence artefact?]	-4	11
c1ccc(-n2nnnc2SCc2cn3ccccc3n2)cc1	1.4	-22	8	-19	-1	5	2	2	-11
CC(C)(C)NC(=O)COC(=O)Cc1ccc(Cl)cc1	1.1	-7	22	-8	0	29	-12	0	-2
O=C(c1ccco1)n1c(=S)nc2ccccn21	0.4	-3	-8	-26	-2	9	3[fluorescence artefact?]	1	3
COc1cc(OC)c(C(=O)Nc2ncn[nH]2)cc1OC	0.6	-5	·	8	4	17	·	4	7
Nc1nnc(CCCCCCCCCCc2nnc(N)s2)s1	0.4	-2	-53	0	3	6	-6	-2	1
COC(=O)CNC(=O)c1sc2ncn(CC(=O)Nc3ccc(C)c(Cl)c3)c(=O)c2c1C	-0.9	4	-52	0	2	6	-1	0	-4
O=C(CS(=O)(=O)c1c[nH]c2ccccc12)N1CCCCCC1	3.0	7	-3	-15	1	6	-2	3	27
Cc1nnc(NC(=O)CSc2nnc3scc(-c4ccc(C)c(C)c4)n23)s1	1.9	7	-35	-1	2	10	-7	1	-5
CCOc1cc(CNCc2ccccn2)ccc1OCC(=O)NC1CCCCC1	-4.4	5	10	-10	2	7	3	1	-19
CSc1nnc(Nc2ccccc2C)s1	-1.6	-5	-4	9	0	9	2	4	-15
Cc1ccc(-c2cc(N)n(-c3ccc(F)cc3)n2)cc1	-2.1	-1	6	1	1	11	-1	-2	4
O=C(/C=C/c1ccccc1[N+](=O)[O-])NCc1ccccc1Cl	1.6	-6	-55	-16	-7	1	0	2	-7
C=CCn1c(-c2cccc(OC)c2)n[nH]c1=S	1.5	10	16	-31	5	2	2	5	8
O=C(Nc1ccc(Cl)cc1)OCCn1nnnc1C(c1ccccc1)N1CCOCC1 (stereo not given)	1.2	-6	-14	1	-4	16	0	1	-21
COc1ccc(OC)c(S(=O)(=O)N(C)CC(=O)Nc2ccccc2OC)c1	1.5	-4	5	-8	-5	11	1	2	-1
COc1ccc(C)cc1NC(=O)C(c1ccccc1)N1CCNC(=O)C1 (stereo not given)	2.3	3	3	-14	1	6	-2	1	8
N#Cc1c(-c2ccco2)nc(SCc2ccc(F)cc2)[nH]c1=O	-0.3	-33	75*	-13	-4	·	3	1	-31
CC1(C)CC(=O)C(CC2=C(O)CC(C)(C)CC2=O)=C(O)C1	0.2	9	-4	7	2	10	0	-5	-3
CCn1c(SCC(=O)Nc2ccc(S(=O)(=O)Nc3ccccn3)cc2)nnc1-c1ccncc1	3.3	4	12	-11	3	18	-4[fluorescence artefact?]	5	5
CN(C)S(=O)(=O)c1ccc(NS(=O)(=O)/C=C/c2ccccc2)cc1	1.0	-13	-29	3	-10	5	13	1	3
CCOC(=O)c1nnn(CC(=O)N2N=C(c3ccccc3)CC2c2ccccc2)c1C(=O)OCC (stereo not given)	-2.9	0	44	-9	0	6	5[fluorescence artefact?]	1	-10
CCOC(=O)c1sc2nc(CSCC(=O)OCc3ccc(C(=O)OC)o3)[nH]c(=O)c2c1C	-1.4	3	28	25	-5	7	-6	-4	-23
NNC(=O)c1nn(-c2ccccc2)cc1O	0.5	-9	19	-2	2	4	-1	5	0
S=C(NCc1ccccc1Cl)NC1CCCC1	0.6	15	-28	-5	3	1	7[fluorescence artefact?]	3	14

3 entries from above, ordered by their value in S1P4 agonist, lowest first:
Molecule	S1P4 agonist
NNC(=O)c1nn(-c2ccccc2)cc1O	0.5
CN(C)S(=O)(=O)c1ccc(NS(=O)(=O)/C=C/c2ccccc2)cc1	1.0
COc1ccc(OC)c(S(=O)(=O)N(C)CC(=O)Nc2ccccc2OC)c1	1.5

Further compounds
SMILES	S1P4 agonist	NPY-Y2 PAM-ag	EP2 modulator	S1P4 antagonist	p97 inhibitor	EP2 antag	eIF4E 4G PPI	NPY-Y1 antag	NPY-Y1 PAM-ag
COc1ccc(C(CNC(=O)COc2ccccc2C#N)N2CCOCC2)cc1 (stereo not given)	-0.3	-4	-1	-6	4	16	0[fluorescence artefact?]	-3	7
O=C(NCc1ccccc1C(F)(F)F)C12CN(Cc3ccccc3)CC1C(c1ccc([N+](=O)[O-])cc1)=NO2 (stereo not given)	0.0	1	7	-9	1	19	-4	6	8
Cc1sc2nc(CN3CCOCC3)nc(NS(=O)(=O)c3ccc4c(c3)OCCO4)c2c1C	0.1	7	-10	-8	2	5	1	6	4
CN1CCN(C(=O)C2=C[C@@H](c3ccc(Br)cc3)C[C@@H](OCc3ccc(CO)cc3)O2)CC1	-1.7	-7	-23	3	1	-3	1	3	5
COc1ccc(OC)c(-c2csc(N3CCC(c4ccccc4)CC3)n2)c1	-0.2	5	41	1	7	1	-2	2	13
Cc1nnc(NC(=O)CCCCCN2C(=O)C3C4C=CC(C4)C3C2=O)s1 (stereo not given)	1.1	11	-1	-2	3	9	1[fluorescence artefact?]	2	8
CC1CN(C2CCN(C(=O)c3ccccc3Cl)CC2)CC(C)O1 (stereo not given)	1.4	9	14	2	3	10	3	5	3
CC(C)N(CCc1ccncc1)C(=O)Nc1ccc(Cl)c(Cl)c1	-1.6	-9	-5	-12	-2	15	1	9	5
O=C(Cc1ccccc1)NCCN1CCCC1	1.9	3	20	-11	2	3	-10	·	18
CCOC(=O)c1cc(C#N)c(SCC(=O)O)[nH]c1=O	0.8	-10	47	-6	0	6	17	2	8
CCC(C)(C)n1nnnc1C(c1cc2cc(C)ccc2[nH]c1=O)N1CCCC1 (stereo not given)	-1.8	-9	33&-26	-10	6	7&11	7	-3	-8
Cc1ccnc(NC(=O)Nc2ccc3c(c2)OCO3)c1	1.5	-3	-11	5	4	6	-1	-2	9
CSc1ccc(-c2ccco2)nn1	1.4	6	5	16	3	9	1	1	20
CCOC(=O)CCCSc1nnc(CCCCCN2C(=O)c3cccc4cccc(c34)C2=O)o1	2.6	-2	-4	-25	4	8	5[fluorescence artefact?]	4	4
C=CCSC1=NNC(c2ccc(C(C)(C)C)cc2)=NN1	0.1	-2	-36	-7	0	12	2	·	16
CCn1c(CNS(=O)(=O)c2ccc(Cl)cc2)n[nH]c1=S	-1.4	-4	-1	-12	-2	6	-1	-4	14
COc1ccc(C(C)=O)cc1COC(=O)c1cnc(C)cn1	-0.4	-19	20	1	-1	6	7	-5	9
CCC(C)NC(=O)Cn1c(=O)n(-c2ccccc2)c(=O)c2ccc(C(=O)NCc3ccco3)cc21 (stereo not given)	0.8	-12	24	-11	-4	6	-4	-4	1
O=C(O)CCCC(=O)Nc1ccc(C(=O)N2CCCCC2)c(Cl)c1	0.5	-5	13	0	4	8	7[fluorescence artefact?]	2	19
CC1CCN(C(=O)c2ccc3c(c2NCCO)C(=O)c2ccccc2C3=O)CC1	-1.3	31	-30	-5	-3	33	-12[fluorescence artefact?]	-9	16
CCCCCCC(=O)N(O)C1CC(=O)N(c2ccc(F)cc2)C1=O (stereo not given)	2.1	-8	-18	-6	3	8	7	·	-13
CN(C)CC(C(=O)c1ccccc1)c1ccccc1 (stereo not given)	-0.5	4	8	21	2	13	-11	-2	10
CCCCNC(=O)c1ccc2c(c1)N(CC)C(=O)c1ccccc1S2(=O)=O	0.5	0	-3	-10	3	13	3	1	-19
Cc1[nH]c2ccccc2c1C(=O)CCl	0.2	5	-7	3	36*	12	1	-5	4
CN1CCN(C(=S)c2ccc(N(C)C)cc2)CC1	1.6	12	11	-18	3	5	5	1	3
CCN(CC(=O)NCc1ccc(F)cc1)C(=O)/C=C/c1cccs1	-0.6	9	1	-8	5	2	1	-1	-5
COc1ccc(-c2csc(NC(=O)CCn3cnc4ccccc4c3=O)n2)cc1OC	-0.5	-2	-65&-36	-18	-4	6&7	2[fluorescence artefact?]	-3	-6
CCOC(=O)N1CCN(c2c(NCCCOC(C)C)c(=O)c2=O)CC1	-0.3	7	15	2	-4	14	1	4	3
C=CCn1c(N2CCCCCC2)nc2c1c(=O)n(C)c(=O)n2C	-2.8	-19	19&3	-4	-2	7&23	1	5	-13
O=C(NN1CCCCC1)c1ccc(COc2ccc(Cl)cc2)cc1	-0.8	18	-28	-22	2	3	-1	-1	3
CSc1ncc(Cl)c(C(=O)NCc2ccc3c(c2)OCO3)n1	-1.5	-25	1	-6	2	14	0[fluorescence artefact?]	10	-14
CCOC(=O)c1c(NC(=O)C2c3ccccc3Oc3ccccc32)sc(C(=O)N(CC)CC)c1C	-0.4	9	45	5	3	16	3	3	-1
COc1ccc(Cc2c(N)nc(C)nc2N)cc1	-0.2	-19	-8	1	-4	1	-1	4	-13

These rows are one share of the data; the hit share may differ from the screen's.
